Source: PubChem
697 NFkB inh: lowers PMA/ionomycin-induced NF-kB signal in 697 B cells | 697 B-cell NF-kB luciferase reporter, 16 h | inhibition, % at 4 µM | 330,000 tested, 0.33% active; in the data active = inhibition above about 35%
EBI2 antag: blocks human EBI2 receptor beta-arrestin signaling | P32249 | EBI2 beta-arrestin recruitment, luminescence, 7a,25-OHC stimulated | inhibition, % at 5 µM | 360,000 tested, 0.81% active; in the data active = inhibition above about 38%;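 note: enzyme fragment complementation signal reports receptor beta-arrestin coupling in cells; 0% = agonist plus DMSO wells and 100% = wells without agonist; some results beyond the cut were filed as inactive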
CCR6 antag: blocks CCL20-driven beta-arrestin recruitment at human CCR6; CHO-K1 CCR6 PathHunter beta-arrestin, luminescence, CCL20-stimulated; inhibition, % at 20 µM; 340,000 tested, 0.49% active; AID 493098;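 active = compounds whose inhibition of the agonist-driven luminescence signal at 20 µM reaches about 50%, limit read from the data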;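 note: cells stimulated with CCL20 at 14 nM final; plate controls were DMSO with CCL20 for no effect and DMSO without agonist for full effect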
Target sequence (P51684 whole entry, looked up): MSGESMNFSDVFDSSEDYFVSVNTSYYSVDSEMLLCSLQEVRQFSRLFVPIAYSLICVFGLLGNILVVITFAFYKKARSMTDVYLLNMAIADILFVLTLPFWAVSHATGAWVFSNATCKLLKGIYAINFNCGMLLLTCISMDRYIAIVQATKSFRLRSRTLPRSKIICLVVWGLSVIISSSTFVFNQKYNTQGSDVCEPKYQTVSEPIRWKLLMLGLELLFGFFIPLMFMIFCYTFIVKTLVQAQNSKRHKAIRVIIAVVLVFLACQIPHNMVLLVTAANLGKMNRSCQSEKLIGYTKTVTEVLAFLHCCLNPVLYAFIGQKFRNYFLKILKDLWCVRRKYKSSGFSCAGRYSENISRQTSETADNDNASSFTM
CXCR6 inh: CXCR6 (human) receptor inhibition; CHO-K1 PathHunter CXCR6 beta-arrestin, luminescence; inhibition, % at 20 µM; 360,000 tested, 0.36% active; AID 602244; in the data active = inhibition above about 34%, passing the limit was not always enough;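 note: antagonist mode with CXCL16 agonist at 10 nM final; 0% = 10 nM CXCL16 with DMSO and 100% = unstimulated wells without agonist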
Target sequence (O00574 whole entry, looked up): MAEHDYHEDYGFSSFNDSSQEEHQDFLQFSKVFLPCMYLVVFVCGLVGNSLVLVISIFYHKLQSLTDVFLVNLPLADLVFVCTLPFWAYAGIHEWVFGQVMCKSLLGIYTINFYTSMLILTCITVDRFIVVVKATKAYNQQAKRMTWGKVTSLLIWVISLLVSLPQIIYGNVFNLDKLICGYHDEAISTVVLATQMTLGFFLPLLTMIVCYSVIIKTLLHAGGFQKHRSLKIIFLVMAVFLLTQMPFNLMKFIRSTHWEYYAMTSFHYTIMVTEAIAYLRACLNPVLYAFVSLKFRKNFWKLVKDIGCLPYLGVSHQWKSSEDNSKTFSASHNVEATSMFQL
Gli-Sufu antag: blocks Gli-Sufu signaling in a luciferase reporter. Sufu-KO-LIGHT fibroblasts, Gli luciferase reporter luminescence. inhibition, % at 5 µM. 340,000 tested, 0.74% active;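 active = inhibition above about 55%, limit read from the data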;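 note: 0% = DMSO-treated cells and 100% = wells with medium but no cells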
Jurkat NFkB inh: inhibitors of the PMA/ionomycin-induced NF-kB reporter in Jurkat cells | inhibition, % at 4 µM | AID 435003 | PMA/ionomycin-induced NF-kB luciferase reporter, luminescence | 330,000 tested, 0.53% active; in the data active = inhibition above about 50%
APJ antag: antagonists of human APJ apelin receptor; P35414; CHO-K1 APJ beta-arrestin complementation, luminescence; inhibition, % at 20 µM; 330,000 tested, 0.32% active; AID 2521;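 active = inhibition above about 40% at 20 µM, limit read from the data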;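 note: cells challenged with 10 nM apelin-13 agonist together with compound; plate controls were apelin-13 plus DMSO wells for no effect and DMSO wells lacking apelin-13 for full effect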
UBC13 polyUb: blocks human UBC13 polyubiquitin chain formation. P61088. TR-FRET. inhibition, % at 20 µM. 330,000 tested, 0.47% active; in the data active = inhibition above about 45%, passing the limit was not always enough
Target sequence (P61088 whole entry, looked up): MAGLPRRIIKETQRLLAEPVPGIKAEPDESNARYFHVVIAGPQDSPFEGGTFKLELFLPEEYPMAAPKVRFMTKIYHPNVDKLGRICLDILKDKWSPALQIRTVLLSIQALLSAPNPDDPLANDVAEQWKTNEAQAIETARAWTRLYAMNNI
Numbers without * were called inactive; . = not tested or not shown.

Structure | 697 NFkB inh | EBI2 antag | CCR6 antag | CXCR6 inh | Gli-Sufu antag | Jurkat NFkB inh | APJ antag | UBC13 polyUb
COc1ccc(-c2csc(N3C(=O)C4C5c6ccccc6C(c6ccccc65)[C@@H]4C3=O)n2)cc1 (stereo partly specified) | 17 | 0 | -5 | 1 | 6 | 16 | 5 | -8
O=C(NCC1CCCO1)c1cc([N+](=O)[O-])ccc1Cl (stereo unspecified) | 5 | -1 | 3 | 2 | -2 | -23 | -15 | -2
Cc1cc(C)n2nc(C(=O)N/N=C/c3ccco3)nc2n1 | -4 | -8 | -6 | -2 | -2 | 7 | -21 | -1
CCOc1ccc(/C=N/n2c(-c3ccccc3)n[nH]c2=S)cc1 | -80 | -8 | 13 | 4 | 2 | -32 | 13 | -16
Cc1cccc(N(CC(=O)NC(C)C)C(=O)c2ccc(N3CCCC3)nc2)c1 | 21 | 1 | 3 | 11 | 2 | 3 | 11 | -6
Cc1noc(C)c1COc1ccccc1C(=O)Nc1cccc(S(=O)(=O)N(C)C)c1 | 3 | -2 | 11 | 3 | 16 | 4 | -5 | -1
COc1ccc(/C=N/n2cnc3c([nH]c4ccc(F)cc43)c2=O)cc1CN1CCCC1 | 10 | -14 | 2 | -13 | 14 | -10 | -7 | 5
CCOC(=O)Cc1c(C)nc2c(-c3ccccc3)c[nH]n2c1=O | -4 | 5 | 34 | 10 | 5 | 5 | 17 | 8
O=C(NCCc1c[nH]c2ccccc12)C(=O)NCC1OCCCN1S(=O)(=O)c1cccs1 (stereo unspecified) | 2 | 1 | 8 | 4 | 3 | 11 | -21 | 13
Cn1c(-c2cccc(Br)c2)cnc1NCc1cccnc1 | -34 | 2 | 13 | 8 | 5 | 0 | -1 | -5
CC(=O)Nc1ccccc1C(=O)C(=O)Nc1ccc(F)cc1 | -26 | 3 | 4 | 2 | -25 | -46 | 3 | -20
O=C(c1ccco1)N1CCN(C(=O)c2ccc(-c3cccc(C(F)(F)F)c3)o2)CC1 | 2 | 0 | 0 | -3 | 4 | -4 | -5 | 0
COc1ccc(C(=O)COC(=O)Cc2n[nH]c(=O)c3ccccc23)c(OC)c1 | 6 | 6 | 24 | 2 | -6 | 0 | -26 | 2
O=C(N/N=C/c1cccnc1)c1ccc(NC(=O)c2ccc(Cl)cc2)cc1 | -29 | 3 | -5 | -7 | 18 | -13 | -7 | 4
N#Cc1cnn(CC2CCCCC2)c1N | -3 | 1 | -16 | 8 | -6 | -2 | 1 | 1
CCCSc1nnc(NC(=O)Nc2ccc(C)cc2)s1 | 1 | -2 | 3 | -4 | -13 | -6 | -26 | 1
O=C(COC(=O)c1ccccc1Br)NCC1CCCCC1 | -1 | -6 | 11 | 2 | 5 | -8 | 10 | 11
O=C1NC(=O)C(c2ccccc2)(c2ccccn2)N1 (stereo unspecified) | . | 4 | -5 | 2 | 7 | . | . | .
O=C(CNC(=O)C1CCCCC1)Nc1ccccc1Cl | 13 | 0 | 3 | -4 | -6 | 10 | -8 | -6
O=C(Nc1ccc2c(c1)CCC2)c1cnccn1 | -68 | -1 | 6 | -9 | -56 | -113 | 19 | -14
CCn1c(Cn2nnc(-c3ccccc3)n2)nnc1SCC(=O)Nc1cccc(C(C)=O)c1 | 15 | 4 | 12 | 6 | 1 | 14 | -13 | 5
COc1ccc(-n2ccnc2SCC(=O)NCc2ccco2)c(OC)c1 | -9 | 1 | -2 | 0 | -1 | 6 | -2 | -1
CCNC(=S)Nc1ccc2cn[nH]c2c1 | 4 | -10 | 5 | -5 | -3 | -9 | -2 | 7
Cc1ccc(S(=O)(=O)N2CCN(CC(=O)N/N=C/c3cc([N+](=O)[O-])ccc3Cl)CC2)cc1 | 23 | -6 | -22 | -14 | 3 | 5 | -10 | 10
CCN(C(=O)COC(=O)c1ccccc1Nc1ccccc1)c1c(N)n(Cc2ccccc2)c(=O)[nH]c1=O | . | -5 | 15 | 16 | 9 | . | . | .
CCCCn1c(N)c(N(CC)C(=O)CSc2nnnn2-c2cc(C)ccc2C)c(=O)[nH]c1=O | 20 | 8 | 9 | 5 | -1 | -1 | 13 | 1
CCCCC1(C)NC(=S)N2N1C(=S)NC2(C)CCCC (stereo unspecified) | -5 | 3 | 0 | 2 | -5 | -4 | -3 | 0
CCOC(=O)Nc1sc(C)c(C)c1C(N)=O | -7 | 0 | -10 | 2 | 22 | 9 | 13 | 9
CCn1c(C(=O)Nc2ccsc2C(=O)OC)cc2sc(Cl)cc21 | 21 | 13 | 0 | -4 | 2 | 2 | -5 | 8
CCOc1ccc(NC(=O)c2sc3nc(C)nc(N4CCOCC4)c3c2C)cc1 | 9 | -7 | 7 | -8 | -1 | -13 | -26 | 0
CCCCC(=O)NNC(=S)NC(=O)C(c1ccccc1)c1ccccc1 | -1 | 4 | 25 | 22 | -1 | 10 | 24 | -26
CC(C)(C)c1ccc(C(=O)N2CCC(C(=O)NC3CCCCCC3)CC2)cc1 | -47 | 6 | 6 | -3 | -24 | 3 | 16 | -2
CCCc1cc(C(=O)OC)c(NC(=O)OCC)s1 | 8 | 4 | -14 | -2 | -1 | -4 | 4 | 12
COc1ccc(OCCSc2nc(C)c(Cc3ccccc3)c(=O)[nH]2)cc1 | -3 | 3 | 1 | -1 | -3 | 5 | 7 | 3
COc1ccccc1NC(=O)c1ccc(-n2cccn2)c([N+](=O)[O-])c1 | 8 | 11 | 4 | 11 | 0 | -8 | -24 | 0
NC(=O)CSc1nnc(CNc2cccc(Cl)c2)n1CCc1ccccc1 | -5 | 1 | 10 | -6 | 3 | -5 | -1 | -12
O=C(COc1ccc2c(-c3ccccc3)cc(=O)oc2c1)NCCCn1ccnc1 | -12 | -5 | 4 | 2 | -9 | -14 | -58 | 0
COc1ccc(NC(=O)CSc2cc(C(=O)c3nccn3C)c3ccccc3n2)cc1 | -9 | 2 | 10 | -2 | 23 | 5 | 32 | 7
COc1ccc(NC(=O)CN2CCCC2)cc1 | 14 | 7 | 6 | 1 | 13 | -14 | -15 | -2
CCOC(=O)c1sc2nc3n(c(=O)c2c1C)CCC3 | -16 | -10 | 0 | 4 | -16 | -30 | 4 | -15
O=C(O)CN1C(=O)CC(Cc2ccccc2)C1=O (stereo unspecified) | 9 | -15 | -44 | -5 | 3 | 2 | -11 | 0
N#Cc1ccccc1Sc1ccccc1C(=O)OCc1nnc(-c2ccccc2)o1 | -19 | -4 | 19 | -6 | -3 | 5 | 14 | 0
CCCn1cnc2c(sc3nc4c(cc32)CSC(C)(C)C4)c1=O | -89 | 4 | -6 | -5 | -50 | -70 | -1 | 6
Cc1coc(C)c1C(=O)CC1(O)C(=O)Nc2cc(Cl)cc(Cl)c21 (stereo unspecified) | 4 | 4 | -6 | -8 | 5 | -1 | -20 | 1
CCOC(=O)CSc1nnc(-c2ccco2)n1-c1ccc(C)cc1 | -9 | -4 | 17 | 14 | 6 | 12 | 11 | 6
C=CCc1cc(C)ccc1OCCCC(C(=O)OCC)C(=O)OCC | 2 | 4 | 20 | -2 | 1 | 5 | 20 | -8
CCOC(=O)N1CCC(N(CCN(C)C)C(=S)Nc2ccccc2Cl)CC1 | -3 | -5 | 5 | 9 | -1 | -8 | -6 | -1
Clc1ccc2c(c1)C1CC2CCN1Cc1ccccc1 (stereo unspecified) | . | 4 | 17 | 6 | 7 | . | . | .
CCN(CC)S(=O)(=O)c1ccc(NN=C2CCN(C(C)C)CC2)c([N+](=O)[O-])c1 | 4 | 2 | 2 | 9 | -5 | 2 | -9 | -37
CC1CCCCN1C(=O)c1ccc(C(=O)c2ccccc2)cc1 (stereo unspecified) | -25 | -47 | 6 | 2 | -13 | -17 | -9 | 2
CCCCCc1ccc(-c2cn(CC3CCCCC3)nn2)cc1 | -1 | 13 | 15 | -1 | -13 | 6 | 7 | 4
CC1c2cc3c(cc2CCN1C(=O)c1cccc(Cl)c1)OCCCO3 (stereo unspecified) | -28 | 7 | 5 | 6 | 13 | 24 | 9 | 2
CC1CC(C)CN(C(=O)C(C)N2CCN(S(=O)(=O)c3cccs3)CC2)C1 (stereo unspecified) | 6 | 1 | 6 | 3 | -1 | 0 | 8 | 2
CCOc1cc(/C=C\[N+](=O)[O-])ccc1OCC(=O)N1CCOCC1 | 7 | -11 | 30 | 0 | 8 | -4 | 3 | -13
Cc1c(C(=O)N2CCN(c3ccccc3)CC2)sc2nc3n(c(=O)c12)CCC3 | 7 | -15 | -1 | 0 | -3 | 7 | 13 | -4
O=C(CC1C(=O)NCCN1Cc1ccoc1)NCCc1ccc(Cl)cc1 (stereo unspecified) | 11 | -12 | -2 | -4 | 0 | -8 | 6 | -1
O=S1(=O)CCC(NC(=S)NC2CCS(=O)(=O)C2)C1 (stereo unspecified) | -5 | -6 | 7 | -4 | -4 | 13 | 6 | 7
O=C1OCC(c2ccccc2)=C1c1ccc(S(=O)(=O)N2CCOCC2)s1 | 15 | 10 | 5 | -13 | 18 | -7 | -13 | -18
Cc1ccc(CNC(=O)Cn2cnc3cc([N+](=O)[O-])ccc3c2=O)cc1 | 5 | 9 | -11 | -15 | -11 | 2 | -17 | -15
Cc1ccc(C(=O)OCc2cc3ccccc3[nH]c2=O)cc1 | -8 | -2 | 3 | -1 | 7 | -19 | -2 | -9

Pulled by structure from above, six records:
Structure | 697 NFkB inh | EBI2 antag | CCR6 antag | CXCR6 inh | Gli-Sufu antag | Jurkat NFkB inh | APJ antag | UBC13 polyUb
Cc1ccc(CNC(=O)Cn2cnc3cc([N+](=O)[O-])ccc3c2=O)cc1 | 5 | 9 | -11 | -15 | -11 | 2 | -17 | -15
CCN(CC)S(=O)(=O)c1ccc(NN=C2CCN(C(C)C)CC2)c([N+](=O)[O-])c1 | 4 | 2 | 2 | 9 | -5 | 2 | -9 | -37
CC1c2cc3c(cc2CCN1C(=O)c1cccc(Cl)c1)OCCCO3 (stereo unspecified) | -28 | 7 | 5 | 6 | 13 | 24 | 9 | 2
O=S1(=O)CCC(NC(=S)NC2CCS(=O)(=O)C2)C1 (stereo unspecified) | -5 | -6 | 7 | -4 | -4 | 13 | 6 | 7
O=C1OCC(c2ccccc2)=C1c1ccc(S(=O)(=O)N2CCOCC2)s1 | 15 | 10 | 5 | -13 | 18 | -7 | -13 | -18
CC1CC(C)CN(C(=O)C(C)N2CCN(S(=O)(=O)c3cccs3)CC2)C1 (stereo unspecified) | 6 | 1 | 6 | 3 | -1 | 0 | 8 | 2

Four entries from above, with values under each structure:
Below each compound: 697 NFkB inh	EBI2 antag	CCR6 antag	CXCR6 inh	Gli-Sufu antag	Jurkat NFkB inh	APJ antag	UBC13 polyUb
Cc1ccc(C(=O)OCc2cc3ccccc3[nH]c2=O)cc1
 : -8	-2	3	-1	7	-19	-2	-9
CCCCCc1ccc(-c2cn(CC3CCCCC3)nn2)cc1
 : -1	13	15	-1	-13	6	7	4
CCOc1cc(/C=C\[N+](=O)[O-])ccc1OCC(=O)N1CCOCC1
 : 7	-11	30	0	8	-4	3	-13
CCN(CC)S(=O)(=O)c1ccc(NN=C2CCN(C(C)C)CC2)c([N+](=O)[O-])c1
 : 4	2	2	9	-5	2	-9	-37

Remaining list, next part.
Structure | 697 NFkB inh | EBI2 antag | CCR6 antag | CXCR6 inh | Gli-Sufu antag | Jurkat NFkB inh | APJ antag | UBC13 polyUb
Cc1ccc(S(=O)(=O)N2CCC(=O)N(CCOCc3cccc(F)c3)CC2)cc1 | -16 | -8 | 4 | -12 | -1 | -3 | -4 | 2
O=C1c2ccccc2OCOc2ccccc21 | 13 | -4 | -5 | 3 | 3 | -17 | -25 | 5
Cc1ccc(-c2noc(CCCC(=O)NC3CCCCC3)n2)cc1 | 16 | 0 | -3 | 1 | -4 | 23 | 7 | 8
CCOC(=O)c1cc2nc(OCC)nc(OCC)c2[nH]1 | . | 6 | 4 | -12 | 6 | . | . | .
O=C(/C=C/c1ccc(Cl)cc1Cl)c1cccnc1 | 13 | 10 | 20 | 13 | 1 | 15 | 0 | 6
